# Source: PubChem BioAssay
# PAFAH1B3 FP inh – inhibitors of human PAFAH1B3; recombinant PAFAH1B3, FP-rhodamine probe, fluorescence polarization; inhibition, % at 3.39 µM; 340,000 compounds, 0.28% hits; AID 492972;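 active = inhibition above the screen-wide average of all tested compounds plus 3 SD, cut at about 25% in these data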;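 note: 0% = enzyme with DMSO only and 100% = wells lacking PAFAH1B3 protein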
# LYPLA1 counter – LYPLA1 (human) inhibition in PME1 counter-screen. recombinant LYPLA1, FP-Rh probe fluorescence polarization. inhibition, % at 5.9 µM. 320,000 compounds, 0.16% hits;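 active = inhibition above the mean of all tested compounds plus 3 SD, set per campaign, cut at about 14% in these data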;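 note: inhibitors block serine hydrolase probe labeling of LYPLA1 so polarization falls; 0% = enzyme with DMSO and 100% = wells lacking LYPLA1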
# Fam108B inh – Fam108B inhibition, counter-screen for RBBP9 inhibitors; recombinant Fam108B, FP-Rh probe fluorescence polarization; inhibition, % at 9.51 µM; 300,000 compounds, 0.33% hits;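 active = inhibition above the screen mean inhibition plus 3 SD, computed separately per campaign, cut at about 18% in these data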;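 note: inhibitors lower polarization as less probe binds the enzyme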
# PME-1 primary – blocks human protein phosphatase methylesterase 1 | Q9Y570 | recombinant PME-1, FP-Rh probe fluorescence polarization | inhibition, % at 5.9 µM | 320,000 compounds, 0.53% hits | AID 2130;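 active = inhibition above the campaign mean of all compounds plus 3 SD, cut at about 26% in these data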;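 note: competitive labeling of PME-1 active site by serine hydrolase directed probe; 0% = PME-1 with DMSO and 100% = wells lacking PME-1 enzyme; inhibitors block probe labeling so polarization falls and inhibition rises; many of its hits are not listed in these tables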
# pPAFAH FP inh – pPAFAH (human) enzyme inhibition | 330,000 compounds, 1.5% hits | AID 463082 | Q13093 | recombinant pPAFAH, FP-rhodamine probe fluorescence polarization | inhibition, % at 3.39 µM;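 active = inhibition above the mean inhibition across the screen plus 3 SD, cut at about 25% in these data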;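 note: inhibitors block binding of the rhodamine activity-based probe so polarization drops; 0% = enzyme with DMSO and 100% = wells lacking pPAFAH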
# PAFAH1B2 FP inh – PAFAH1B2 (human) inhibition; recombinant PAFAH1B2, FP-rhodamine activity probe, fluorescence polarization; 340,000 compounds, 1.2% hits; P68402; inhibition, % at 3.39 µM; AID 492953;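 active = inhibition above the mean of all tested compounds plus 3 SD, cut at about 24% in these data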;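 note: 0% = enzyme with DMSO and 100% = wells lacking PAFAH1B2; many of its hits are not listed in these tables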
# GSTO1 counter – GSTO1 inhibition, counter-screen for RBBP9 inhibitors. recombinant GSTO1, activity-based probe fluorescence polarization. inhibition, % at 5.96 µM. AID 1974. 300,000 compounds, 1.1% hits. P78417;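 active = inhibition above the campaign mean inhibition plus 3 SD, cut at about 35% in these data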;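 note: 0% = GSTO1-1 with DMSO and 100% = wells lacking GSTO1-1 enzyme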
# PAFAH2 FP inh – inhibitors of human PAFAH2; inhibition, % at 3.39 µM; recombinant PAFAH2, FP-rhodamine activity probe, fluorescence polarization; 340,000 compounds, 0.99% hits; Q99487; AID 492956;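 active = inhibition above the mean over all tested compounds plus 3 SD, cut at about 30% in these data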;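 note: inhibitors block probe labeling of enzyme so polarization drops; 0% = enzyme with DMSO and 100% = wells lacking PAFAH2 protein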
# PAD4 FP inh – blocks human protein arginine deiminase 4; recombinant PAD4, RCA probe fluorescence polarization; AID 485272; inhibition, % at 6.36 µM; 330,000 compounds, 0.41% hits; Q9UM07;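 active = percent inhibition above a cutoff equal to the mean of all tested compounds plus 3 SD, cut at about 15% in these data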;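 note: 0% = PAD4 with RCA probe and DMSO and 100% = probe without PAD4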
# Target sequence (Q9UM07 whole entry, looked up): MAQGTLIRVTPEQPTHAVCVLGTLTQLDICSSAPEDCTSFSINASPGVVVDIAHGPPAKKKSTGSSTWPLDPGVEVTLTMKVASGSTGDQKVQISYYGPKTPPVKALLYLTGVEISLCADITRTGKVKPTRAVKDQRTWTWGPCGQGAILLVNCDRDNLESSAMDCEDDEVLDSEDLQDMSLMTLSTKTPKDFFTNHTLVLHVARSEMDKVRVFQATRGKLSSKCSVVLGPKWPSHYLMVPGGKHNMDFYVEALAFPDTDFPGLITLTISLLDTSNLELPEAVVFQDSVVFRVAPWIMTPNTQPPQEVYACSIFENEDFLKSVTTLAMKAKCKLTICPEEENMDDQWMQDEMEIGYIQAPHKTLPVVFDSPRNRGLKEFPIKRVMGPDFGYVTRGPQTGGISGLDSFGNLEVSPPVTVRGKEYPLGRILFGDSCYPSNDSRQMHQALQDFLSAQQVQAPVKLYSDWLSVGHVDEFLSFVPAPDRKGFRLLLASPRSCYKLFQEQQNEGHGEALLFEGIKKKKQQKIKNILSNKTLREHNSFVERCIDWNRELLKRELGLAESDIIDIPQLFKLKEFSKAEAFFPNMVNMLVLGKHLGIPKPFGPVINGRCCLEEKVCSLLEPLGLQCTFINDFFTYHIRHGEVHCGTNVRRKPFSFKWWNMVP
# Numbers without * were called inactive; · = no result given. Not all compounds are listed; rates above refer to the full screens.
# Below each compound: LYPLA1 counter, Fam108B inh, GSTO1 counter, pPAFAH FP inh, PME-1 primary, PAFAH1B2 FP inh, PAFAH1B3 FP inh, PAFAH2 FP inh, PAD4 FP inh
CCOc1ccc2oc(C(=O)OCC(=O)NCc3ccc(OC)cc3)c(C)c2c1
 : -1, ·, ·, -4, -13, 2, -5, 9, -1
Nc1c(C(=O)NCC2CCCO2)c2nc3ccccc3nc2n1-c1ccccc1 (centres undefined)
 : 0, -2, 3, 7, 6, -4, -1, 2, -6
O=C(O)COc1ccccc1/C=N/NC(=O)CSc1nc2ccccc2s1
 : 5, -1, 2, 5, 1, 6, 8, 9, 1
CSC1=NCCN1C(=O)c1ccco1
 : -2, 0, -1, 1, 2, 5, 4, 3, -2
CN(CC(=O)Nc1ccc(N2CCOCC2)cc1)C(=O)CSc1ccc(Br)cc1
 : 0, 4, 5, 0, 5, 6, 8, -3, 4
Cc1ccc(N2CC(C(=O)Nc3ccc(S(=O)(=O)Nc4nccs4)cc3)CC2=O)cc1C (centres undefined)
 : 2, 2, 5, 7, 3, 4, 7, -2, -2
O=C(NC1CCCCC1)C(c1ccc(F)cc1)N(Cc1ccco1)C(=O)c1ccccn1 (centres undefined)
 : -2, 0, -7, 2, -6, 8, 10, 2, -1
Cc1ccc(CSCC(=O)NCCc2ccccc2)cc1
 : 0, -1, -1, 6, -8, 11, -3, 3, 1
O=CN1CCN(C(=O)c2cccc([N+](=O)[O-])c2)CC1
 : -1, 1, 0, 9, 0, 3, 5, 1, 4
CCOC(=O)c1sc(=NC(=O)c2ccco2)n(C)c1C
 : 0, 5, 6, 6, 9, -1, 2, -3, -6
CC(=O)c1ccc(S(=O)(=O)N2CCN(c3nc4c(C)c(C)ccc4cc3C#N)CC2)cc1
 : -1, -6, 2, -4, 4, 1, -15, -11, -7
Cc1cccc(C(=O)Nc2scc(CC(C)C)c2C(=O)O)c1
 : -2, 0, -30, 7, -5, 2, 6, -1, -2
COC(=O)c1cccc(NC(=O)CN2CCc3ccccc3C2)c1
 : 1, -2, -5, 9, 9, 4, 2, 0, -1
O=C(COc1ccccc1)N1CCN(c2ccccc2)CC1
 : 1, 3, 1, -1, -2, 0, -4, -3, 0
CN1/C(=C\P(=O)(N(C)C)N(C)C)C(C)(C)c2ccccc21
 : -56, -60, -44, -100, -101, -16, -19, -26, -121
CC1CCCCC1NC(=O)CCCn1c(=S)[nH]c2ccccc2c1=O (centres undefined)
 : -1, 5, 3, -4, 6, -2, 3, -3, -2
COC(=O)/C(=C\Nc1cccc(Cl)c1C)c1ncc(C(F)(F)F)cc1Cl
 : -3, -4, -1, 2, -2, 3, -2, -7, 2
S=C1NC2(CCCCC2)Nc2ccccc21
 : 6, 0, 3, 2, 2, 3, 7, 1, -4
CN(C(=O)COC(=O)/C=C/c1ccc(Cl)c(Cl)c1)c1c(N)n(Cc2ccccc2)c(=O)[nH]c1=O
 : -1, -6, -4, 4, -8, -2, -5, -4, 0
O=C(NCCSc1ccccn1)c1ccc(Cl)cc1
 : 0, -4, 3, 5, 1, 5, 8, -6, 3

# Structures above with nitrogen in an aromatic ring (ten):
# Below each compound: LYPLA1 counter, Fam108B inh, GSTO1 counter, pPAFAH FP inh, PME-1 primary, PAFAH1B2 FP inh, PAFAH1B3 FP inh, PAFAH2 FP inh, PAD4 FP inh
Nc1c(C(=O)NCC2CCCO2)c2nc3ccccc3nc2n1-c1ccccc1 (centres undefined)
 : 0, -2, 3, 7, 6, -4, -1, 2, -6
O=C(O)COc1ccccc1/C=N/NC(=O)CSc1nc2ccccc2s1
 : 5, -1, 2, 5, 1, 6, 8, 9, 1
Cc1ccc(N2CC(C(=O)Nc3ccc(S(=O)(=O)Nc4nccs4)cc3)CC2=O)cc1C (centres undefined)
 : 2, 2, 5, 7, 3, 4, 7, -2, -2
O=C(NC1CCCCC1)C(c1ccc(F)cc1)N(Cc1ccco1)C(=O)c1ccccn1 (centres undefined)
 : -2, 0, -7, 2, -6, 8, 10, 2, -1
CCOC(=O)c1sc(=NC(=O)c2ccco2)n(C)c1C
 : 0, 5, 6, 6, 9, -1, 2, -3, -6
CC(=O)c1ccc(S(=O)(=O)N2CCN(c3nc4c(C)c(C)ccc4cc3C#N)CC2)cc1
 : -1, -6, 2, -4, 4, 1, -15, -11, -7
CC1CCCCC1NC(=O)CCCn1c(=S)[nH]c2ccccc2c1=O (centres undefined)
 : -1, 5, 3, -4, 6, -2, 3, -3, -2
COC(=O)/C(=C\Nc1cccc(Cl)c1C)c1ncc(C(F)(F)F)cc1Cl
 : -3, -4, -1, 2, -2, 3, -2, -7, 2
CN(C(=O)COC(=O)/C=C/c1ccc(Cl)c(Cl)c1)c1c(N)n(Cc2ccccc2)c(=O)[nH]c1=O
 : -1, -6, -4, 4, -8, -2, -5, -4, 0
O=C(NCCSc1ccccn1)c1ccc(Cl)cc1
 : 0, -4, 3, 5, 1, 5, 8, -6, 3

# Profiles from above.
# `Cc1ccc(CSCC(=O)NCCc2ccccc2)cc1` across the screens: LYPLA1 counter: 0; Fam108B inh: -1; GSTO1 counter: -1; pPAFAH FP inh: 6; PME-1 primary: -8; PAFAH1B2 FP inh: 11; PAFAH1B3 FP inh: -3; PAFAH2 FP inh: 3; PAD4 FP inh: 1
# `CN(CC(=O)Nc1ccc(N2CCOCC2)cc1)C(=O)CSc1ccc(Br)cc1` across the screens: LYPLA1 counter: 0; Fam108B inh: 4; GSTO1 counter: 5; pPAFAH FP inh: 0; PME-1 primary: 5; PAFAH1B2 FP inh: 6; PAFAH1B3 FP inh: 8; PAFAH2 FP inh: -3; PAD4 FP inh: 4

# Remaining list, next part
# Below each compound: LYPLA1 counter, Fam108B inh, GSTO1 counter, pPAFAH FP inh, PME-1 primary, PAFAH1B2 FP inh, PAFAH1B3 FP inh, PAFAH2 FP inh, PAD4 FP inh
COCCCn1c(SCC(N)=O)nnc1-c1ccccc1
 : -2, -1, 0, -3, 0, 0, -7, 8, -5
CC(C)SC1=NC(C)(C)C=C(/C=C/c2ccc(Cl)cc2Cl)N1
 : -1, 0, -4, 6, -7, -5, 2, 2, -19
CCCCN(C(=O)c1ccc2c(c1)OCO2)C1CCS(=O)(=O)C1 (centres undefined)
 : -1, 1, 3, 4, 3, 8, -4, 0, 3
Cc1ccc(O)c(N=Cc2sc3ccccc3c2Cl)c1
 : 3, 1, 5, 24, -9, -1, 8, -4, -4
CCOc1ccc(NC(=O)CCC(=O)N/N=C/c2ccc([N+](=O)[O-])s2)cc1
 : 0, 7, 6, 2, 13, -1, 3, -8, -11
Cc1c(C(=O)N2CCCCC2)c(S(=O)(=O)NCc2ccccc2Cl)c(C)n1C
 : 0, -4, 4, 6, 0, 5, 1, 9, 3
COc1ccc(C(=O)N/N=C/c2cccnc2)cc1
 : 4, 1, -4, -1, 2, 6, 8, -3, 0
O=C(CN1CCc2ccccc2C1)Nc1ccc(Br)cc1
 : -1, 4, 19, -1, -1, 1, 3, -3, 2
